High-throughput results: PubChem, National Center for Advancing Translational Sciences (NCATS)
TDP43 rescue – qHTS of TDP-43 Inhibitors; 410,000 tested, 1.8% active; TDP-43 expressing yeast growth rescue, BacTiter-Glo, 24 h; Potency, µM (highest dose often 46.1 µM), for inactives: top-dose growth rescue (activation), hits mostly activators; AID 652104, 2013; further: % of control where 0% means no effect; nearly all actives have a fitted effect of over 50% in size
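Cell-based yeast growth screen: TDP-43 expression induced in galactose, inoculum OD600=0.02 after raffinose pregrowth to mid-log. Read-out BacTiter-Glo luminescence at 24 hr, 30 deg C; inhibition of toxicity seen as signal increase.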
EPAC2 agonist – qHTS for Agonist of cAMP-regulated guanine nucleotide exchange factor 4 (EPAC2): primary screen; Rap guanine nucleotide exchange factor 4 (Homo sapiens), Q8WZA2; EPAC2 activation, biochemical qHTS; response scale: 100% = 6.5 mM cAMP response; AID 720711, 2013; Potency, µM (doses to about 154 µM), for the others: at the highest dose activation, most hits filed as activators; 360,000 tested, 0.079% active; further: nearly all actives have a fitted effect of over 50% in size
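Guanine nucleotide exchange by EPAC2 is measured as reduced fluorescence of BODIPY-GDP once it is released from 250 nM Rap1B. Plates are read kinetically for 30 min at room temperature; results are scaled to 6.5 mM cAMP.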
PTHR1 agonist – qHTS for PTHR1 Agonists: Primary Screen; Parathyroid hormone/parathyroid hormone-related peptide receptor (Homo sapiens), Q03431; HEK293 GP2 PTHR1 cells, GloSensor cAMP luminescence, 1 h; Potency, µM (titrated, usually from 115 µM), for inactives: at the top dose activation, actives largely listed as activators; 410,000 tested, 0.075% active; AID 743266, 2014; further: nearly all actives have a fitted effect of over 55% in size; some results filed as inactive show a strong effect at the top dose; inactives centre near -15; many of its hits are not listed in these tables
Target sequence (Q03431 whole entry, looked up): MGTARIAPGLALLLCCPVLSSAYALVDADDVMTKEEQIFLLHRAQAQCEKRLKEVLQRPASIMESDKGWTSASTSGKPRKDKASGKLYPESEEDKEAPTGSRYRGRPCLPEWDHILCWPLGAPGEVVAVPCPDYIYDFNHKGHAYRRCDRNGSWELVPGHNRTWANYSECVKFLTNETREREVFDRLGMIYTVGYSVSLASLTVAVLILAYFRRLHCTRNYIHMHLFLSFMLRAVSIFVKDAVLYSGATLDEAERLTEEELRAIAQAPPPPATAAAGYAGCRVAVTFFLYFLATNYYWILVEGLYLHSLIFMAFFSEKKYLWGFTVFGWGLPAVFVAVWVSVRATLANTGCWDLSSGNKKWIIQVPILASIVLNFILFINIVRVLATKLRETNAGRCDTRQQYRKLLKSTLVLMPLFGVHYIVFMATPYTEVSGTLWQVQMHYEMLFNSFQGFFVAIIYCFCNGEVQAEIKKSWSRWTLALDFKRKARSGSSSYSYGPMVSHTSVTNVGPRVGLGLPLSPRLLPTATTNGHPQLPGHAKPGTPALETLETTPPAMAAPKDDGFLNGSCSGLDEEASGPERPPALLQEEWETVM
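HEK-293-derived GP2 cells expressing PTHR1 and a GloSensor cAMP reporter, 3,000/well, plated overnight, given luciferin plus IBMX (each 0.5 mM as added) for 1 h at 37 °C, then compound for 1 h at 37 °C. Luminescence was read after 15 min at room temperature.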
FUS yeast rescue – qHTS for Suppressors of FUS Proteinopathy: Primary screen using FUS-linked yeast assay; AID 1347120, 2019; S. cerevisiae FUS-expressing, growth rescue, OD600, 24 h; 390,000 tested, 0.24% active; Potency, µM (highest dose often 76.6 µM), for the others: top-dose growth rescue (activation), usual class: activators;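 further: plate controls were DMSO vehicle for no effect and reference control for full effect; nearly all actives have a fitted effect of over 55% in size; some results filed as inactive show a strong effect at the top dose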
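S. cerevisiae expressing FUS from galactose induction served as the toxicity model. Growth after 24hr at 30C, read as absorbance at 600 nm, indicates suppression of toxicity; compounds dosed at several concentrations.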
EPAC1 antag – qHTS for Antagonist of cAMP-regulated guanine nucleotide exchange factor 3 (EPAC1): primary screen | Potency, µM (doses to about 115 µM), for inactives: top-dose activity change, negative = inhibition, most hits filed as inhibitors | 360,000 tested, 0.14% active | EPAC1 GEF assay, Rap1b-BODIPY-GDP exchange fluorescence | AID 720709, 2013 | Rap guanine nucleotide exchange factor 3 (Homo sapiens), O95398;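 further: plate controls were vehicle for no effect and positive control for full effect; nearly all actives have a fitted effect of over 50% in size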
EPAC2 antagonist – qHTS for Antagonist of cAMP-regulated guanine nucleotide exchange factor 2 (EPAC2): primary screen; Rap guanine nucleotide exchange factor 4 (Homo sapiens), Q8WZA2; EPAC2 GEF exchange of Rap1B-BODIPY-GDP, fluorescence; Potency, µM (highest dose often 114 µM), for the others: top-dose activity, negative = inhibition, hits mostly inhibitors; 360,000 tested, 0.18% active; AID 720708, 2013; further: on the % scale 0 is the no-effect control and ±100 the full control effect; nearly all actives have a fitted effect of over 45% in size; many of its hits are not listed in these tables
EPAC1 agonist – qHTS for Agonist of cAMP-regulated guanine nucleotide exchange factor 3 (EPAC1): primary screen; Potency, µM (doses to about 154 µM), without a hit: at the top dose activation, usual class: activators; Rap guanine nucleotide exchange factor 3 (Homo sapiens), O95398; 360,000 tested, 0.073% active; EPAC1 agonist qHTS, biochemical assay; response scale: 100% = response to 6.5 mM cAMP; AID 720707, 2013; further: nearly all actives have a fitted effect of over 60% in size
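EPAC1 100 nM, Rap1B–BODIPY-GDP 250 nM, unlabeled GDP 50 uM; compound titration; 5 min RT; kinetic read ex480/em540 at 5-min intervals ×30 min; data normalized to 6.5 mM cAMP agonist control.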
aSyn rescue – qHTS of alpha-syn Inhibitors. 370,000 tested, 0.14% active. Yeast expressing alpha-synuclein, growth rescue, BacTiter-Glo, 24 h. AID 652106, 2013. Potency, µM (highest dose often 46.1 µM), inactives show at the top dose growth rescue (activation), usual class: activators; further: % of control where 0% means no effect; nearly all actives have a fitted effect of over 65% in size
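Galactose-induced alpha-syn yeast (OD600=0.02, raffinose-pregrown) + pinned cpd, 24 hr, 30 deg C; growth by BacTiter-Glo luminescence. Growth restoration scores as activation.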
* = called active by the depositor; i = inactive; u = inconclusive; x = not tested or not shown; [ ] = dose if it differs, or a comment. The call rests on the fitted dose curve; in most records, active means well fitted curve in the direction sought with a large enough effect; inconclusive means small, poorly fitted or top-dose-only effect, or another doubt; inactive means no such curve, though single readings can be large; an effect the other way counts as inactive or inconclusive. Potency means the concentration at half of the fitted maximal effect.

The opening two records, ahead of the listing:
Results follow in this order: TDP43 rescue, EPAC2 agonist, PTHR1 agonist, FUS yeast rescue, EPAC1 antag, EPAC2 antagonist, EPAC1 agonist, aSyn rescue
#1 COc1cc(C2N(c3ccccc3)CCN2c2ccccc2)ccc1OC(C)=O
→ 17%, 1%, -18%, -13%, 2%, -4%, 8%, 1%
#2 O=C(Nc1ccccc1N1CCCCC1)c1cccs1
→ 5%, 13%, 10%[57.5 µM], 9%, -14%, u, 19%, -15%

Main list, from the start:
Results follow in this order: TDP43 rescue, EPAC2 agonist, PTHR1 agonist, FUS yeast rescue, EPAC1 antag, EPAC2 antagonist, EPAC1 agonist, aSyn rescue
#1 COc1cc(C2N(c3ccccc3)CCN2c2ccccc2)ccc1OC(C)=O
→ 17%, 1%, -18%, -13%, 2%, -4%, 8%, 1%
#2 O=C(Nc1ccccc1N1CCCCC1)c1cccs1
→ 5%, 13%, 10%[57.5 µM], 9%, -14%, u, 19%, -15%
#3 Cc1ccc(NC(=O)COC(=O)C(NS(=O)(=O)c2ccc(Cl)cc2)C(C)O)c(Br)c1 (configuration not stated)
→ -9%, 9%, -16%, x, 1%, 4%, 1%, 1%
#4 Cc1cc(C)cc(N(C(C)C(=O)N2CCOCC2)S(C)(=O)=O)c1 (configuration not stated)
→ -8%, 9%, 8%, 13%, -6%, -7%, 16%, -3%
#5 COc1ccc(-c2cc(C(=O)N3CCN(c4ccc(F)cc4)CC3)no2)cc1
→ 10%, 5%, -72%[inhibitor], 6%, -7%, -9%, 7%, -3%
#6 CCCCn1nc2cc(C(=O)N[C@H](C)C3CCCCC3)ccc2c1OCC
→ 14%, 1%, -41%[inhibitor], 24%, -4%, 1%, -6%, 9%
#7 CC(=O)c1ccc(-n2nnnc2SCC(=O)N2CCc3ccccc3C2)cc1
→ 21%, 2%, -16%, x, 4%, 15%, -2%, 7%
#8 Cc1ccccc1-c1nc(CS(=O)CC(=O)NC2CCCC2)c(C)o1 (configuration not stated)
→ -2%, 3%, -23%, -2%, -3%, 5%, -13%, 2%
#9 Cc1ccc(-c2nc3cccnc3o2)cc1NC(=O)COc1ccc(Cl)cc1C
→ 12%, 4%, -2%[57.5 µM], 13%, 1%, 0%, 20%, -3%
#10 COc1cccc2c(C)nc(Nc3nc(CSc4nnc(C)s4)cc(=O)[nH]3)nc12
→ 4%, 6%, -13%, 27%, -3%, -3%, 7%, 1%
#11 COc1ccc(F)c(CN2CCN(CCc3ccccc3)C(CCO)C2)c1 (configuration not stated)
→ -13%, 14%, i, 3%, -1%, -2%, -5%, -6%
#12 CC1=C(C(=O)N2CCOCC2)CC(CC(=O)NC2CCCCC2)C(=O)N1Cc1ccc(C(C)(C)C)cc1 (configuration not stated)
→ u, 5%, -24%, 20%, -26%, 4%, -11%, 3.5µM*
#13 COc1cccc(OCc2cc(C(=O)NC(C)c3cnn(C)c3C)no2)c1 (configuration not stated)
→ 15%, 5%, -2%, -5%, 15%, 12%, 2%, 1%
#14 O=c1c2ccccc2sc2nc(C3CCCCC3)n(Cc3ccco3)c(=O)c12
→ -11%, 9%, i, 30%, -15%, 6%, 0%, 7%
#15 O=C(O)CCC(=O)Nc1cccc(C(=O)Nc2ccc(Br)cc2)c1
→ -14%, 5%, -10%, 21%, -27%, -18%, 1%, 0%
#16 O=c1c2cc([N+](=O)[O-])ccc2nc2n1CCC2
→ u, 5%, i, 10%, 0%, 2%, -6%, 1%
#17 Cc1oc2ccc(OCc3ccc(Cl)cc3)cc2c1C(=O)O
→ -13%, 7%, -12%, -3%, u, -10%, 2%, -5%
#18 CN(C)c1nc(N)nc(CSc2nnnn2-c2ccccc2)n1
→ -25%, -2%, -20%, -5%, 4%, 2%, -1%, 0%
#19 Cc1ccc(CN2C(=O)C(C)Oc3ccccc32)cc1 (configuration not stated)
→ u, 8%, -39%[inhibitor], -22%, -6%, u, 2%, 7%
#20 CSc1ccccc1NC(=S)N/N=C/c1cccn1Cc1ccc(F)cc1
→ 23%, -1%, i, 10%, -8%, -16%, -4%, 1%
#21 COc1ccc(CCN(C)C(=O)c2cc(S(=O)(=O)NCc3ccccc3)ccc2C)cc1OC
→ -12%, -2%, -23%, 15%, 6%, 9%, 0%, 6%
#22 CCOC(=O)c1c(C)oc2ccc(NS(=O)(=O)c3cccs3)cc12
→ -10%, 0%, 19%[57.5 µM], 11%, -5%, -1%, 22%, -10%
#23 COc1ccc(Cl)cc1S(=O)(=O)NC(C)c1cnn(-c2ccccn2)c1C (configuration not stated)
→ 21%, 4%, -20%, 17%, -23%, -9%, -2%, -7%
#24 O=C(Cc1ccc(Cl)cc1)NCC(=O)N1CCN(c2ccccc2)CC1
→ 13%, -5%, -6%, 25%, -16%, 1%, -14%, 10%
#25 Cc1cc(C)c2c(C)c(C(=O)NCc3ccc(S(N)(=O)=O)cc3)oc2c1
→ -5%, 1%, -59%[inhibitor], 26%, -6%, -16%, 4%, -1%
#26 O=C(Nc1ccc(F)cc1F)c1ccc2ncsc2c1
→ u, 1%, i, 11%, 15%, 2%, -4%, -15%
#27 COc1cc2c(cc1NCc1ccccn1)oc1ccccc12
→ -8%, 8%, -1%[57.5 µM], 7%, -19%, -3%, 11%, 8%
#28 O=C(COC(=O)c1cccc(Br)c1)NCCNC(=O)COC(=O)c1cccc(Br)c1
→ 3%, 1%, i, 6%, -1%, 5%, -2%, 3%
#29 O=S(=O)(Nc1cccc(-c2ccc(N3CCOCC3)nn2)c1)c1ccc(Cl)c(Cl)c1
→ -1%, 26%, -27%, 31%, 7%, -13%, 16%, 0%

Another view of 13 compounds above.
| # | Compound | TDP43 rescue | EPAC2 agonist | PTHR1 agonist | FUS yeast rescue | EPAC1 antag | EPAC2 antagonist | EPAC1 agonist | aSyn rescue |
| --- | --- | --- | --- | --- | --- | --- | --- | --- | --- |
| 14 | O=c1c2ccccc2sc2nc(C3CCCCC3)n(Cc3ccco3)c(=O)c12 | -11% | 9% | i | 30% | -15% | 6% | 0% | 7% |
| 15 | O=C(O)CCC(=O)Nc1cccc(C(=O)Nc2ccc(Br)cc2)c1 | -14% | 5% | -10% | 21% | -27% | -18% | 1% | 0% |
| 16 | O=c1c2cc([N+](=O)[O-])ccc2nc2n1CCC2 | u | 5% | i | 10% | 0% | 2% | -6% | 1% |
| 17 | Cc1oc2ccc(OCc3ccc(Cl)cc3)cc2c1C(=O)O | -13% | 7% | -12% | -3% | u | -10% | 2% | -5% |
| 18 | CN(C)c1nc(N)nc(CSc2nnnn2-c2ccccc2)n1 | -25% | -2% | -20% | -5% | 4% | 2% | -1% | 0% |
| 19 | Cc1ccc(CN2C(=O)C(C)Oc3ccccc32)cc1 (configuration not stated) | u | 8% | -39%[inhibitor] | -22% | -6% | u | 2% | 7% |
| 20 | CSc1ccccc1NC(=S)N/N=C/c1cccn1Cc1ccc(F)cc1 | 23% | -1% | i | 10% | -8% | -16% | -4% | 1% |
| 21 | COc1ccc(CCN(C)C(=O)c2cc(S(=O)(=O)NCc3ccccc3)ccc2C)cc1OC | -12% | -2% | -23% | 15% | 6% | 9% | 0% | 6% |
| 22 | CCOC(=O)c1c(C)oc2ccc(NS(=O)(=O)c3cccs3)cc12 | -10% | 0% | 19%[57.5 µM] | 11% | -5% | -1% | 22% | -10% |
| 23 | COc1ccc(Cl)cc1S(=O)(=O)NC(C)c1cnn(-c2ccccn2)c1C (configuration not stated) | 21% | 4% | -20% | 17% | -23% | -9% | -2% | -7% |
| 24 | O=C(Cc1ccc(Cl)cc1)NCC(=O)N1CCN(c2ccccc2)CC1 | 13% | -5% | -6% | 25% | -16% | 1% | -14% | 10% |
| 25 | Cc1cc(C)c2c(C)c(C(=O)NCc3ccc(S(N)(=O)=O)cc3)oc2c1 | -5% | 1% | -59%[inhibitor] | 26% | -6% | -16% | 4% | -1% |
| 26 | O=C(Nc1ccc(F)cc1F)c1ccc2ncsc2c1 | u | 1% | i | 11% | 15% | 2% | -4% | -15% |

Some of the compounds tested; count on the stated rates, not on these rows.
